# West Nile antiviral: West Nile virus antiviral activity, cell-based, CPE readout (AID 1621); West Nile virus-infected cells, CPE inhibition; higher % means a stronger effect; CPE inhibition, % at 10 µM, or IC50 in µM where a hit was titrated; 0.02% of 290,000 active; in the data active means a potency from the dose series; inconclusive means CPE inhibition mostly from about 3.7% at the one dose, without a potency; inactive means the rest, 99 in 100 with CPE inhibition below about 2.2%; further: strong numbers were not always called active
# human PMI inhibition: inhibitors of human PMI, primary screen, biochemical, fluorescence intensity, coupled assay (AID 1209); 0.42% of 190,000 active; purified PMI enzyme, coupled fluorescence intensity; higher % means a stronger effect; Mannose-6-phosphate isomerase (Homo sapiens); inhibition, % at 20 µM; hits with a dose series show IC50 in µM;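 further: plate controls were DMSO vehicle for no effect and wells lacking substrate for full effect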
# T cell HTS: modulators of CD8 T cell-vesicle binding, primary screen, mouse 2C CD8+ T cells, flow cytometry; 2C CD8+ T cell-vesicle binding; active compounds read low; calls only at 7 µM; 0.068% of 330,000 active; AID 2052, 2009;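 active means response, share of CD8 T cells binding vesicles, and their 90th percentile fluorescence all below set limits, cut at about 80% in these data, passing the limit was not always enough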
#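 Incubation: binding step 1.5 h, 37 °C, antibody labelling 20 min, ice; system: murine 2C transgenic CD8+ T lymphocytes; technique: cytometric PE anti-B7-1 and Alexa647 anti-CD8 signals after 1% paraformaldehyde fixation; also added: QL9-charged Drosophila Ld/ICAM-1/B7-1 vesicles; control set: naked versus QL9-loaded vesicles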
# P. falciparum M17LAP: P. falciparum M17LAP inhibitors, primary screen, biochemical, fluorogenic H-Leu-NHMec substrate, 1536-well (AID 1619); Leucine aminopeptidase (Plasmodium falciparum (isolate 3D7)); inhibition, % at 30 µM, or IC50 in µM where a hit was titrated; recombinant M17LAP, H-Leu-NHMec fluorogenic kinetic assay; higher % means a stronger effect; 0.38% of 220,000 active;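 active means compound inhibiting the enzyme by more than half at any dose during confirmatory dose-response retesting; inconclusive means strong single-dose inhibitors picked by rank but not retested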;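 further: plate controls were full reaction with DMSO carrier for no effect and no enzyme background for full effect; strong numbers were not always called active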
# UTI89 phage lysis: inhibition of K1F phage lysis, E. coli UTI89, bacterial capsule biogenesis inhibitors, alamar blue (AID 488966). E. coli UTI89 K1F phage lysis, alamar blue, 2 h; higher % means a stronger effect. one-dose inhibition, % at 100 µM; IC50 in µM for titrated hits. 0.02% of 340,000 active;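 active means phage lysis inhibition, versus mean bacterial control, above a set limit; inconclusive means no clear call, values can overlap the other calls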;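 further: capsule biogenesis inhibitors block K1F phage lysis so surviving cells raise fluorescence; higher fluorescence means more inhibition of phage lysis; actives were called in the ten point dose series up to 300 µM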
# M1AAP inhibition: P. falciparum M1AAP inhibitors, biochemical, fluorogenic H-Leu-NHMec substrate, 1536-well (AID 1445); Aminopeptidase N (Plasmodium falciparum (isolate 3D7)); inhibition, % at 30 µM; hits with a dose series show IC50 in µM; 0.42% of 220,000 active; recombinant M1AAP, H-Leu-NHMec fluorogenic kinetic assay; higher % means a stronger effect;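 active means primary inhibition above the hit cutoff, then over 50% inhibition at one or more dose response concentrations, cut at about 23% in these data, passing the limit was not always enough; inconclusive means conflicting primary data, or primary hits not chosen for dose response; inactive means low primary inhibition, or under 50% at every dose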;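 further: plate controls were DMSO full reaction for no effect and no enzyme background for full effect; strong numbers were not always called active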
# human PMI inhibitors: human PMI inhibitors, high substrate, primary screen, biochemical, fluorescence intensity, high mannose 6-phosphate (AID 1220); inhibition, % at 20 µM, or IC50 in µM where a hit was titrated; 0.66% of 190,000 active; recombinant PMI enzyme, coupled fluorescence intensity; higher % means a stronger effect
# TNAP activation fold: human TNAP enzyme activators, primary screen, biochemical, luminescent, no phosphate acceptor, uHTS (AID 1001); Alkaline phosphatase, tissue-nonspecific isozyme (Homo sapiens); purified TNAP, luminescent activation assay, no phosphate acceptor; higher activation fold means a stronger effect; activation fold at 20 µM; hits with a dose series show EC50 in µM; 0.03% of 200,000 active; in the data active means activation fold from about 3, or a potency from the dose series; inactive means the rest, 99 in 100 with activation fold below about 1.6; further: many of its hits are not listed in these tables
# RSV CPE inhibition: RSV antiviral activity via CPE protection, HEp-2 cells, primary 10 µM value included (AID 2391); 0.13% of 310,000 active; CPE inhibition, % at 10 µM; hits with a dose series show IC50 in µM; HEp-2 cells, RSV-induced CPE inhibition; higher % means a stronger effect; in the data active means a potency from the dose series; inconclusive means CPE inhibition mostly from about 23% at the one dose, without a potency; inactive means the rest, 99 in 100 with CPE inhibition below about 21%; further: strong numbers were not always called active
# T cell HTS vesicle-bound %: also measured in T cell HTS; calls as there; double positive events, %; measured here: CD8+ vesicle-bound cell fraction;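 binding gate set so that unloaded-vesicle control wells show 10% double positive cells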
# Numbers without * were called inactive; i = inactive; u = inconclusive; x = not tested or not shown; & = joins results of further samples; [ ] = another dose, or the depositor's remark. Unless noted, no stated cut-off is given here; in the data, active means inhibition above about 50%; inactive means the rest.
# Screens in order: West Nile antiviral	human PMI inhibition	T cell HTS	T cell HTS vesicle-bound %	P. falciparum M17LAP	UTI89 phage lysis	M1AAP inhibition	human PMI inhibitors	TNAP activation fold	RSV CPE inhibition
> CCOc1ccc(/C=N/NC(=O)CNC(=O)c2ccc(S(=O)(=O)N3CCOCC3)cc2)cc1
→ -0.9%	-4%	i	61	12%	0.3%	2%	-4%	1.1	0.4%
> CCOC(=O)C1CCN(CC(=O)Nc2c(C(=O)OC)[nH]c3ccccc23)CC1
→ 0.2%	2%	x	x	6%	x	-4%	5%	1.1	x
> C=CCNC(=S)/N=c1\sccn1C
→ 1.6%	-1%	i	54	16%	0.3%	0%	-7%	1	0.9%
> CC(C)(C)NC(=O)c1cc(F)c(F)cc1Cl
→ -0.2%	-7%	i	38	-3%	4.2%	9%	-19%	1	1.7%
> COCCNCc1nc2sc(C)c(-c3ccccc3)c2c(=O)[nH]1
→ -0.4%	x	i	34	-6%	0.1%	4%	x	x	-0.5%
> Cc1c(NC(=O)CSc2cccc3cccnc23)c(=O)n(-c2ccccc2)n1C
→ 0.0%	10%	i	15	15%	0.0%	11%	10%	1.2	9.9%
> CN1CCCCC1CCN1c2ccccc2Sc2ccc(S(C)=O)cc21 (stereo not drawn)
→ 3.0%	5%	i	8&12	-6%	1.8%	-1%	17%	1.1	-2.1%
> CCOc1ccc(OCc2cccc(C(=O)N3CCCCCC3)c2)cc1
→ -2.2%	3%	i	65	5%	-0.1%	-1%	2%	1.1	8.7%
> Cc1ccc(/C=c2/sc3n(c2=O)CCCN=3)o1
→ -0.3%	-40%	i	34	32%	0.1%	8%	-25%	1.1	1.8%
> O=S(=O)(c1ccc(S(=O)(=O)n2cnc3ccccc32)cc1)N1CCCCCC1
→ 0.4%	-7%	i	17	-22%	1.4%	-1%	-9%	1.1	3.0%
> CCC(C)NC(=O)COC(=O)c1cccnc1Nc1ccccc1F (stereo not drawn)
→ -0.3%	13%	i	26	-11%	7.2%	2%	-6%	1.1	3.5%
> Cn1c2c(c(=O)n(C)c1=O)C(NC(=O)C(C)(C)C)(C(F)(F)F)C(=O)N2 (stereo not drawn)
→ 0.0%	-13%	i	22	5%	2.6%	1%	-20%	1.1	1.3%
> COc1ccc(OCCNS(=O)(=O)c2ccc3oc4ccccc4c3c2)cc1
→ -0.5%	-3%	i	39	-1%	3.9%	-1%	-4%	1.4	1.9%
> O=C(N/N=C1/CCCc2ccccc21)c1cc([N+](=O)[O-])cc([N+](=O)[O-])c1
→ -0.7%	6%	i	7	50%	x	-2%	11%	1.1	-1.1%
> COc1ccc(Cl)cc1NC(=O)c1noc2c1CCCC2
→ -0.1%	-19%	i	17	-3%	1.2%[50 µM]	5%	-12%	1.1	1.5%
> CC1(C)CC(=O)C2=C(C1)NC(=O)NC2c1ccccc1 (stereo not drawn)
→ -0.6%	-5%	i	18	2%	-0.3%	3%	-3%	1	-1.0%
> CCOC(=O)/C(=C/c1ccco1)NC(=O)c1ccc(Br)o1
→ 0.6%	-8%	i	50	1%	0.1%	-2%	10%	1.1	1.4%
> CCN(CC)c1ccc(C=C2C(=O)OC3(CCCC3)OC2=O)cc1
→ -0.6%	13%	i	52	15%	0.2%	16%	7%	0.9	1.9%
> O=C(COc1ccccc1[N+](=O)[O-])N/N=C/c1ccccn1
→ -0.4%	12%	i	56	28%	-0.1%	2%	4%	1	1.9%
> CNC(=O)Cn1ncc2c(C)n(Cc3ccc(C)cc3)c(C)c2c1=O
→ 0.8%	4%	i	59	-5%	-1.1%	8%	4%	1.1	-0.5%
> O=C(Nc1nccs1)c1ccc(N2C(=O)C3CCCCC3C2=O)cc1 (stereo not drawn)
→ 0.8%	6%	i	57	-9%	0.0%	7%	2%	1	-1.1%
> CCc1ccc(Nc2ccc(C(=O)O)cc2[N+](=O)[O-])cc1
→ 0.1%	x	i	62	x	0.0%	x	x	x	20%
> O=C(c1cc2c(s1)CCCC2)N1CCN(C(=O)C2CCCO2)CC1 (stereo not drawn)
→ 1.1%	6%	i	29	3%	-0.8%	7%	4%	1	-1.3%
> C#Cc1ccc([C@@H]2C=C(C(=O)N3CCN(Cc4ccccc4)CC3)O[C@H](OCCCCO)C2)cc1
→ -0.4%	-1%	i	15	7%	-0.5%	3%	9%	1	4.7%
> Cc1cccc(NC(=O)c2ccc(COc3ccccc3[N+](=O)[O-])o2)n1
→ -0.7%	x	i	35	x	0.0%	x	x	x	0.1%
> O=C(CNC(=O)c1ccc(Br)cc1)NCCc1nc2ccccc2[nH]1
→ -0.9%	3%	i	36	4%	1.4%	2%	-3%	1	-0.4%
> COc1ccc(OC)c(Nc2cc(C)nc3ccccc23)c1
→ -1.7%	5%	i	44	4%	0.2%	-3%	12%	1	4.8%
> Cc1ccc2nsnc2c1N
→ -0.5%	8%	i	30	-1%	0.3%	1%	31%	1.1	1.4%
> Cc1nn(-c2ccccc2)c(Cl)c1/C=N/Nc1nc2ccccc2[nH]1
→ -1.1%	6%	i	57	-6%	0.2%	0%	-8%	0.9	2.8%
> O=C(CCNS(=O)(=O)c1ccccc1)N1CCC(Cc2ccccc2)CC1
→ -1.4%	x	i	13	x	-1.6%[50 µM]	x	x	x	0.6%
> CCn1cc(CN2CCC(n3nccc3NC(=O)c3ccccc3C)CC2)cn1
→ -0.8%	x	i	19	x	0.1%	x	x	x	0.7%
> CC1CN(C(C)C(=O)NC(c2ccccc2)c2ccccc2)CC(C)O1 (stereo not drawn)
→ 0.0%	x	i	42	x	0.1%	x	x	x	1.1%
> CCSC1=NCCN1S(=O)(=O)c1ccc(Cl)cc1
→ 0.5%	-1%	i	44	9%	0.3%	0%	-6%	1.1	1.5%
> O=C(NC(c1cccnc1)C(F)(F)F)c1cc(COc2ccc3c(c2)CCCC3)on1 (stereo not drawn)
→ u	x	i	40	x	0.2%	x	x	x	0.3%
> COc1cc(OC)nc(Oc2ccc(NC(C)=O)cc2)n1
→ -0.2%	-1%	i	55	-7%	0.2%	2%	-6%	1.1	1.2%
> CN(C)c1ccc(C2CC(c3cccc(NS(C)(=O)=O)c3)=NN2C(=O)c2ccccc2)cc1 (stereo not drawn)
→ 0.6%	3%	i	23	3%	0.0%	0%	9%	1	26%
> Cn1[nH]c(C(F)(F)F)c(C=Nc2ccc(Cl)cc2)c1=O
→ 0.1%	-21%	i	57	4%	0.2%	-3%	10%	0.7	0.4%
> CCn1c(=O)c(C(=O)CN(C)Cc2ccc(F)cc2)c(N)n(Cc2ccccc2)c1=O
→ -0.8%	3%	i	54	-5%	0.8%	2%	0%	1.1	-1.6%
> CC(NC(=O)CN(C)Cc1cccc(Cl)c1)c1ccccc1 (stereo not drawn)
→ -0.6%	x	i	23	x	0.1%	x	x	x	0.3%
> CCOC(=O)C1=C(C)N=c2s/c(=C\c3ccc(OCC(=O)O)cc3)c(=O)n2C1c1ccc(OC(C)C)cc1 (stereo not drawn)
→ -0.2%	6%	i	43	25%	1.9%	12%	4%	0.9	u

# As entered above.
# `Cn1c2c(c(=O)n(C)c1=O)C(NC(=O)C(C)(C)C)(C(F)(F)F)C(=O)N2` (stereo not drawn) | UTI89 phage lysis: 2.6%
# `COc1ccc(OCCNS(=O)(=O)c2ccc3oc4ccccc4c3c2)cc1` | UTI89 phage lysis: 3.9%
# `COc1cc(OC)nc(Oc2ccc(NC(C)=O)cc2)n1` | UTI89 phage lysis: 0.2%
# `COc1ccc(OC)c(Nc2cc(C)nc3ccccc23)c1` | West Nile antiviral: -1.7%
# `CC1(C)CC(=O)C2=C(C1)NC(=O)NC2c1ccccc1` (stereo not drawn) | RSV CPE inhibition: -1.0%

# (more compounds)
# Screens in order: West Nile antiviral	human PMI inhibition	T cell HTS	T cell HTS vesicle-bound %	P. falciparum M17LAP	UTI89 phage lysis	M1AAP inhibition	human PMI inhibitors	TNAP activation fold	RSV CPE inhibition
> COCCCNC(=O)c1c(N)n(-c2ccccc2)c2nc3ccccc3nc12
→ -0.2%	x	i	36	-31%	x	16%	x	x	3.6%
> CCCc1nc2ccccc2c(=O)n1N
→ -0.1%	7%	i	47	3%	4.7%	-6%	8%	1.1	2.2%
> Cc1nnc(SCC(=O)NC2CCCCCC2)n1C(C)C
→ -0.1%	x	i	71	x	0.2%[50 µM]	x	x	x	0.6%
> CSc1ccc(/C=N/NC(=O)CN2CCN(Cc3ccccc3Cl)CC2)cc1
→ -0.5%	-2%	i	30	2%	3.4%	10%	0%	1	5.6%
> Cc1ccc(C(=O)Nc2ccc3c(c2)OCO3)o1
→ -0.1%	4%	i	58	6%	-0.8%	1%	3%	1.2	0.7%
> O=C(/C=C/c1ccccc1Cl)Nc1ccccc1
→ 0.3%	x	i	29	2%	x	5%	x	x	17%
> CCC(C)(C)NC(=O)C(OC(=O)c1ccco1)c1ccccc1F (stereo not drawn)
→ -0.6%	x	i	52	x	0.1%	x	x	x	1.8%
> CN(CC1COc2ccccc2O1)C(=O)c1cc(COc2c(F)cccc2F)on1 (stereo not drawn)
→ -1.2%	x	i	55	x	-0.1%	x	x	x	8.8%
> CCc1ccc(/C=C2\CN(CC)Cc3c2nc2ccccc2c3C(=O)O)cc1
→ -0.6%	8%	i	49	12%	0.4%	11%	-7%	1.1	-1.4%
> O=c1c(Cl)c(O)c2cccc3c4ccccc4n1c23
→ -0.1%	20%	i	38	-138%	-1.2%	20%	-8%	1	5.2%
> Cc1ccc(N(CC(=O)Nc2cc(C)cc(C)c2)S(=O)(=O)c2cccc3nonc23)cc1
→ -0.5%	15%	i	48	1%	0.6%	2%	4%	1.1	2.0%

# Entries of single compounds as entered above.
# COCCCNC(=O)c1c(N)n(-c2ccccc2)c2nc3ccccc3nc12 reads West Nile antiviral = -0.2%; human PMI inhibition = x; T cell HTS = i; T cell HTS vesicle-bound % = 36; P. falciparum M17LAP = -31%; UTI89 phage lysis = x; M1AAP inhibition = 16%; human PMI inhibitors = x; TNAP activation fold = x; RSV CPE inhibition = 3.6%
# O=C(/C=C/c1ccccc1Cl)Nc1ccccc1 reads West Nile antiviral = 0.3%; human PMI inhibition = x; T cell HTS = i; T cell HTS vesicle-bound % = 29; P. falciparum M17LAP = 2%; UTI89 phage lysis = x; M1AAP inhibition = 5%; human PMI inhibitors = x; TNAP activation fold = x; RSV CPE inhibition = 17%

# Assay outcomes deposited in PubChem by several laboratories.
